From PubChem BioAssay
ADAM10 inh: ADAM10 inhibition, QFRET primary screen; O14672; recombinant ADAM10, EDANS/DABCYL FRET peptide cleavage, 3 h; inhibition, % at 7 µM; actives 0.62% (n = 370,000);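 active = inhibition above a per-campaign cutoff equal to the mean of compounds falling between control-based bounds plus 3 SD, cut at about 20% in these data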;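 note: 0% = DMSO wells while the 100% control is not disclosed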
ASAP1 GAP inh: ASAP1 ArfGAP inhibition | Q9ULH1 | ASAP1-stimulated ARF1 GTP hydrolysis, GDP FP detection | inhibition, % at 16.5 µM | actives 0.19% (n = 360,000) | AID 624377; in the data active = inhibition above about 25%;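 note: 0% = vehicle with enzyme and substrate and 100% = no enzyme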
SIAE inh: inhibitors of human sialic acid acetylesterase SIAE; Q9HAT2; SIAE FP-Rh probe binding, fluorescence polarization; inhibition, % at 9.66 µM; actives 0.69% (n = 370,000);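 active = inhibition above a cutoff: mean of compounds within the control limits plus 3 SD of those, cut at about 17% in these data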;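 note: 0% = plate median of compound wells and 100% = probe without SIAE protein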
ARFGAP1 inh: rat ARFGAP1 inhibition | inhibition, % at 16.5 µM | Arfgap1-stimulated ARF1 GTP hydrolysis, GDP FP detection | Q62848 | actives 0.26% (n = 360,000);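 active = inhibition above a per-plate limit, mean inhibition of low control wells plus 3 SD, cut at about 25% in these data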;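 note: 0% = DMSO wells with enzyme and 100% = wells lacking Arfgap1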
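Repeats: one replicate per compound; assay system: rat Arfgap1 catalytic domain, aa 1-136; times: enzyme reaction 120 min at 25 °C after 20 min preincubation; detection: FP of antibody-bound GDP Alexa 633 tracer, ex 620/em 688 nm; benchmarks: high control wells lacking Arfgap1, low control full reaction with DMSO; reagent: human ARF1(Δ1-17)-GTP substrate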
PLC-beta3 inh: inhibitors of human phospholipase C beta3; Q01970; Purified PLC-beta3, fluorogenic substrate, fluorescence; inhibition, % at 12.2 µM; actives 0.18% (n = 370,000); in the data active = inhibition above about 11%;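 note: 0% = median of compound wells on plate and 100% = full blocker control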
Tn7 DDE FP: DD(E)-Tn7 binding inhibition, primary FP screen. P02675. FP displacement of FITC-Tn7 peptide from fibrin DD(E); 0% = median of compound wells per plate. inhibition, % at 8.3 µM. actives 0.13% (n = 370,000);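 active = inhibition above the mean of compounds falling within the control limits plus 3 SD of them, cut at about 14% in these data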;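 note: 0% = plate median of compound wells and 100% = 10 µM Aha-Tn7 peptide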
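Assay system: Human fibrin DD(E) protein | Medium: Tris buffer with calcium and detergent, pH 7.8 | Reagent: 0.1 µM fluorescent Tn7 | Compound dosing: Single point at 8.3 µM | Times: 10 min preincubation, 3 h with tracer, room temperature | Detection: Fluorescence polarization of the labelled Tn7 tracer | Controls: Aha-Tn7 high control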
ADAM17 inh: inhibits human ADAM17. recombinant ADAM17, EDANS/DABCYL FRET peptide cleavage. inhibition, % at 6.95 µM. actives 0.83% (n = 370,000). AID 720648;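 active = inhibition above the mean of compounds lying between control limits plus 3 SD, set per campaign, cut at about 8.5% in these data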;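 note: 0% = DMSO-only wells as the low control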
PLC-gamma1 inh: blocks human PLC-gamma1 enzyme activity; P19174; purified PLC-gamma1, fluorogenic substrate, fluorescence; inhibition, % at 12.2 µM; actives 0.84% (n = 370,000); AID 720700; in the data active = inhibition above about 9.5%
Tn6 DDE FP: disrupts Tn6 cyclic peptide binding to fibrin D-Dimer-E complex. AID 720509. actives 0.21% (n = 370,000). inhibition, % at 8.3 µM. P02675. Fibrin DD(E) TRITC-Tn6 fluorescence polarization displacement;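 active = inhibition above a per-campaign cutoff: mean of compounds within control limits plus 3 SD, cut at about 15% in these data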;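 note: 0% = median of all compound wells on the plate and 100% = blocking peptide control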
TDP2 absorb: blocks human TDP2 phosphodiesterase activity. inhibition, % at 12.8 µM. actives 0.34% (n = 370,000). recombinant TDP2, T5PNP hydrolysis, p-nitrophenol absorbance 415 nm;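 active = inhibition above the mean of all tested compounds plus 3 SD, set per campaign, cut at about 25% in these data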;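 note: 0% = DMSO with enzyme and 100% = buffer with substrate but no TDP2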
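Evaluation: % inhibition relative to enzyme-containing and enzyme-free wells. Material: recombinant human TDP2. Benchmarks: enzyme-free and DMSO wells. Timing: enzyme reaction with compound for 2 h at 37 °C. Compound dosing: 12.8 µM only. Measured by: p-Nitrophenol epi absorbance. Reagent: T5PNP substrate at 5 mM, a TopII-DNA adduct mimic. Replication: single well per compound.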
Numbers without * were called inactive; i = inactive.

SMILES | ADAM10 inh | ASAP1 GAP inh | SIAE inh | ARFGAP1 inh | PLC-beta3 inh | Tn7 DDE FP | ADAM17 inh | PLC-gamma1 inh | Tn6 DDE FP | TDP2 absorb
CCOC(=O)c1c(N)sc(C(=O)Nc2ccccc2)c1C | -2 | 8 | 4 | 18 | -6 | -1 | 0 | 2 | 4 | -3
COc1ccc(/C=N/NC(=O)CCCOc2ccc(Cl)cc2Cl)cc1 | 6 | 11 | -5 | 0 | -1 | 6 | 1 | -3 | -4 | 3
O=C(Nc1cc(Cl)cc(Cl)c1)c1coc(=O)c(Br)c1 | i | -6 | 3 | 1 | -157 | -9 | -196 | -155 | -1 | -6
CC(=O)N1CCN(C(=O)c2cc(S(=O)(=O)N3CCCCC3)ccc2Cl)CC1 | -8 | -20 | 0 | 4 | -2 | 2 | -4 | 8 | 1 | 2
Cn1c2ccccc2c(=O)c2cc(C#Cc3ccsc3)ccc21 | -68 | -3 | -4 | 8 | -70 | 1 | -21 | -44 | -6 | 9
CC1CCC(=NNC(=O)c2ccccc2-n2cccc2)CC1 (stereo not drawn) | -21 | -12 | 0 | -10 | -25 | 5 | -1 | -12 | -3 | -9
CCOc1ccc(Nc2ncnc3c2nnn3Cc2ccccc2)cc1 | 4 | -5 | -6 | 10 | -12 | -5 | 2 | -7 | -6 | 0
COC(=O)c1nn(-c2ccccc2)c(Cl)c1/C=N/OCc1c(Cl)cccc1Cl | -9 | -1 | 1 | -8 | -7 | 1 | -6 | -2 | 4 | 4
Cc1ccc(NC(=O)CCC(=O)N/N=C/c2cccs2)cc1 | 1 | 3 | -2 | 8 | 2 | 2 | 0 | 1 | 4 | 13
Cc1nnsc1S(=O)c1ccc(Cl)cc1 (stereo not drawn) | -6 | -8 | 3 | 2 | -3 | 5 | -4 | 3 | 9 | -6
CC(=O)c1sc(NC(=O)c2c(F)cccc2F)nc1-c1ccccc1 | 11 | 4 | -4 | 2 | -17 | 3 | -1 | -8 | 1 | 1
NC(=S)NNC(=O)/C(=C/c1ccc(Br)cc1)NC(=O)c1ccccc1 | 1 | 5 | 9 | 10 | -4 | 4 | -1 | 1 | 3 | 11
Cc1cc(C)c(NC(=O)C2CCN(c3cnccn3)CC2)c(C)c1 | -21 | -11 | 0 | 2 | -23 | -3 | -8 | -24 | 6 | -8
CCOC(=O)[C@]12CCC=C1N(Cc1ccc3c(c1)OCO3)C(=O)[C@H](CC(=O)NCc1ccccc1)C2 | 6 | 0 | 5 | 1 | 0 | 6 | 5 | 0 | -3 | -3
CN(CC(=O)Nc1cccc(F)c1)C(=O)C1CCN(C(=O)c2ccc(Cl)cc2)CC1 | -10 | -7 | 4 | -16 | -5 | 5 | 4 | 5 | -6 | -6
C=CCOC(=O)C1=C(C)NC(=S)C(C#N)(CC=C)C1c1ccccc1Cl (stereo not drawn) | 10 | 12 | 7 | 2 | -4 | 1 | 0 | 3 | 11 | 8
COc1ccc(NC(=S)Nc2cc(C)[nH]n2)cc1Cl | -3 | 0 | -1 | 0 | -6 | 2 | -2 | 0 | 3 | 14
COc1ccc(C(=O)N[C@H](C(=O)NCc2cccs2)C(C)C)cc1 | -7 | 3 | 12 | 1 | -5 | 3 | -9 | 2 | 2 | 7
Cc1sc2ncnc(NCc3ccccc3)c2c1C | -7 | -3 | 0 | 10 | 0 | 0 | -3 | -2 | -5 | 2
O=S(=O)(c1cccc(F)c1)N1CCN(c2ncnc3scc(-c4ccc(F)cc4)c23)CC1 | -9 | -1 | -8 | 9 | -11 | 9 | -3 | 1 | 3 | 1
CN1CCN(CCCNC(=O)c2cc3c(=O)n(C)c4ccccc4c3s2)CC1 | i | 6 | -5 | -4 | -72 | -10 | -170 | -62 | -2 | -10
Cc1c(Cl)cccc1NC(=O)CSc1ncnc2c1cnn2CCO | -7 | 1 | -7 | -1 | -2 | -6 | -1 | 0 | -2 | -6
CCOCc1nnc(NC(=O)C2CCN(C(=O)c3ccco3)CC2)s1 | -6 | -3 | 2 | 3 | -5 | 6 | -3 | 2 | -6 | -10
CCOCCc1nnc(NC(=O)COC)s1 | 3 | 9 | 1 | 16 | 2 | 0 | -4 | 1 | -2 | 3
Cc1cc(-n2cccn2)ccc1CN1CCN(C2CCCC2)C(CCO)C1 (stereo not drawn) | -3 | -2 | -5 | 5 | -9 | 7 | -4 | 0 | -1 | -11
SMILES | ADAM10 inh | ASAP1 GAP inh | SIAE inh | ARFGAP1 inh | PLC-beta3 inh | Tn7 DDE FP | ADAM17 inh | PLC-gamma1 inh | Tn6 DDE FP | TDP2 absorb
CN1C(=O)C(O)(C2CCCCCC2=O)c2ccccc21 (stereo not drawn) | 5 | -4 | 1 | 1 | -3 | 3 | -1 | -1 | -1 | 11
CCc1ccc(NC2Nc3cc(C)nn3S2)cc1 (stereo not drawn) | 13 | -2 | -1 | 4 | 4 | -1 | 5 | 5 | -1 | -8
Clc1ccc2[nH]cc(-c3nnnn3-c3ccc4ccccc4c3)c2c1 | 5 | 9 | -31 | 5 | -14 | 2 | 2 | -10 | -3 | -5
O=C(NCc1ccccn1)[C@@H]1CCCN1C(=O)[C@@H]1CCCN1C(=O)c1ccc(Cl)cc1 | -7 | 5 | 6 | -2 | -2 | -4 | -6 | 2 | 0 | 9
COc1cc(OC)c(S(=O)(=O)N2CCN(C(=O)c3ccco3)CC2)cc1NC(C)=O | -1 | 15 | -3 | 2 | -4 | -1 | -1 | -2 | 4 | 10
COc1ccc(C)cc1NC(=O)CN1CCN(S(=O)(=O)c2ccc(C(C)C)cc2)CC1 | 0 | -3 | -5 | 11 | 1 | -2 | -2 | -3 | 6 | -12
COc1ccc(C(=O)/C=C/Nc2ccc(S(=O)(=O)Nc3cccc(C(C)=O)c3)cc2)cc1 | -9 | 8 | 16 | -11 | -63 | -2 | -1 | -45 | -5 | -14
O=C(Nc1ccc(-c2csc(Nc3cccc(C(F)(F)F)c3)n2)cc1)c1ccccc1 | 0 | 16 | 3 | 10 | -3 | -6 | 1 | -3 | -2 | -5
Cc1cc(C)c2nc(-c3ccccn3)cc(C(=O)NCc3cc(C)n(C)n3)c2c1 | i | 1 | -7 | -4 | -291 | 0 | -180 | -203 | 5 | -17
Cc1ccc(S(=O)(=O)Nc2nc3n(n2)C(c2ccc(Cl)cc2)CC(=O)N3)cc1 (stereo not drawn) | -8 | 4 | -3 | -7 | -2 | -2 | -3 | -3 | -1 | -4
CC(=O)Nc1ccccc1OCC(=O)NCCc1ccc(Cl)cc1Cl | -2 | 2 | -2 | -11 | -2 | 2 | 1 | -3 | -4 | 5
COc1cc(C#N)ccc1OCC(=O)Nc1ccc(C)c(S(=O)(=O)N2CCOCC2)c1 | 9 | 10 | -1 | -9 | -6 | -10 | 6 | 8 | 5 | -12
Cc1cccc2cc(C#N)c(SCC(=O)N3CC(=O)Nc4ccccc43)nc12 | -14 | -5 | -38 | 5 | -36 | 5 | -1 | -33 | 1 | -4
COC(C[C@H]1O[C@@H]1[C@@H](O)COCc1ccccc1)OC | 8 | -4 | 0 | -3 | 1 | -2 | -2 | 1 | -3 | 0
CC(=O)C1=C(O)C(=O)N(Cc2ccco2)C1c1ccc(F)cc1 (stereo not drawn) | 5 | 11 | 0 | 11 | 1 | 2 | 6 | 7 | 5 | -5
COc1ccc(NC(=O)C(OC(=O)c2ccc([N+](=O)[O-])o2)c2ccccc2)cc1Cl (stereo not drawn) | 5 | 7 | 0 | 3 | -2 | 1 | 9.8* | -2 | -2 | 5
COc1ccc(N2C(=O)c3n[nH]c(C)c3C2c2cccc(C(F)(F)F)c2)cc1 (stereo not drawn) | -19 | -4 | -2 | 0 | -1 | -1 | -1 | -6 | 8 | 1
O=C(NCCCn1ccnc1)C1CC(c2cccc(Br)c2)=NO1 (stereo not drawn) | -5 | -11 | -3 | 6 | -2 | 2 | -1 | -1 | 5 | 0
COc1ccc(Nc2cc(C)nc3ccc(OC)cc23)cc1 | 0 | -6 | 19* | -3 | -2 | 10 | -1 | 0 | 6 | -7
COCCNC(=S)N/N=C(\C)c1ccccc1F | -4 | -1 | 2 | -13 | 1 | 3 | -2 | -3 | -4 | 13
CCOC(=O)CN1C(=O)CCSc2ccc(Cl)cc21 | -8 | 2 | -1 | 9 | 1 | 9 | -3 | -2 | 0 | -7
COCC(=O)N(C)CC1CCCN(CCc2ccccc2OC)C1 (stereo not drawn) | 13 | -8 | -3 | -3 | -2 | 0 | 0 | 6 | 4 | -22
Cc1ccc2c(c1)N(C(=O)CCC(=O)NCc1ccccc1)CC(C)O2 (stereo not drawn) | -11 | 4 | 1 | 9 | 3 | 5 | 3 | 2 | 1 | -2
NS(=O)(=O)c1cccc(NC(=O)CSc2nnc(C3CC3)n2-c2ccccc2)c1 | -2 | -19 | 1 | 4 | 6 | -6 | -5 | 0 | 7 | -3
Cc1cnc(NC(=O)c2ccc(OCC3CCCO3)cc2)s1 (stereo not drawn) | -2 | 1 | -14 | 7 | -11 | -4 | 2 | 0 | 1 | -20
SMILES | ADAM10 inh | ASAP1 GAP inh | SIAE inh | ARFGAP1 inh | PLC-beta3 inh | Tn7 DDE FP | ADAM17 inh | PLC-gamma1 inh | Tn6 DDE FP | TDP2 absorb
CC(C(=O)OCC(=O)Nc1ccc2c(c1)OCO2)N1C(=O)c2ccccc2C1=O (stereo not drawn) | 0 | 7 | 4 | -6 | -3 | 8 | -8 | -2 | 1 | 9
COc1ccc2c(c1)CC/C2=N\OC(=O)c1ccccc1OC | 9 | 16 | -2 | 2 | 2 | 1 | 1 | 4 | 5 | 2
CCOC(=O)C1=C(O)/C(=C/c2cc(OC)c(O)c(OC)c2)SC1=Nc1ccc(OC)cc1 | 3 | 12 | -15 | -10 | -37 | -9 | 4 | -35 | -9 | -5
O=C(c1cc(C2CC2)on1)N1CCN(C(c2ccccc2)c2ccccc2)CC1 | -9 | 18 | -2 | -10 | -5 | 1 | -5 | 3 | -6 | -3
Cc1ccccc1CN1C(=O)c2ccccc2C1c1nnnn1C(C)C (stereo not drawn) | -5 | 7 | 3 | -2 | -4 | 2 | -6 | 1 | 3 | 7
N/C(Cc1cccc2ccccc12)=N\OC(=O)Cc1cccs1 | 3 | 6 | -5 | -1 | -17 | 2 | 0 | -11 | -7 | 1
